Bioassay records from PubChem.
Insulin prom inh = inhibitors of insulin promoter-driven GFP, primary screen, imaging, TRM-6 cells (human fetal islet line), eGFP reporter, cell count | reporter expression induced with tamoxifen | inhibition, % at 2 µM | 130,000 compounds, 0.9% hits;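 active = inhibition above the mean plus 3 SD, with well images judged a real hit on visual review, cut at about 60% in these data, passing the limit was not always enough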
SDO1 yeast rescue = growth rescue of sdo1-depleted yeast, primary screen, S. cerevisiae, bone marrow failure model; S. cerevisiae sdo1-depleted JHY4D growth rescue, OD600 30 h; hits give high values; pdr5 snq2 efflux-pump mutant strain; z-score at 10 µM; 140,000 compounds, 0.21% hits; AID 817, 2007;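 active = z-score above 3 at both the 24 hr and the 30 hr optical density reads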;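 also: z-score against mean and SD of all compound wells on the same plate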
SDO1 yeast rescue Rescue 24 h = recorded beside SDO1 yeast rescue, whose call it bears; z-score; S. cerevisiae sdo1-depleted JHY4D growth rescue, OD600; measured here: growth rescue at 24 h;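 0 is the plate mean of compound wells and units are plate SD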
The depositor's hits bear a star; . = no result given; & = joins results of further samples. This is a random part of the collection, and some 0.99% of all compounds hit somewhere here.

Results follow in this order: SDO1 yeast rescue Rescue 24 h | SDO1 yeast rescue | Insulin prom inh
- CCOC(=O)C(C(=O)N(C)C)c1ncc(C(F)(F)F)cc1Cl (stereo not drawn)
  0.86 | 1.14 | 3.3
- CCOC(=O)C1=NOC(CNc2ncc(C(F)(F)F)cc2Cl)C1 (stereo not drawn)
  . | . | -28.6
- CC(=O)c1cccc(NC(=O)N2CCCC2C(=O)Nc2ccc3c(c2)OCCO3)c1 (stereo not drawn)
  . | . | -492.9
- O=C(N/N=C\c1ccc(-c2ccccc2[N+](=O)[O-])o1)C1COc2ccccc2O1 (stereo not drawn)
  0.13 | -0.49 | .
- Nc1c(NCCCN2CCOCC2)c2ccccc2oc1=O
  0.47 | 0.93 | 45.0
- CCOC(=O)C1CCN(S(=O)(=O)c2cnc[nH]2)CC1
  1 | 0.94 | .
- Cc1nc2ccccc2c2c1C(=O)N(C1CCCCCCC1)C2=O
  -0.06 | -0.66 | -17.1
- CCCN(CCC)CCCNC(=O)C(NS(=O)(=O)c1ccc2c(c1)CCC(=O)N2)c1ccccc1 (stereo not drawn)
  . | . | -42.9
- CC(=O)N1CCN(c2ccc(NC(=O)c3ccc4c(c3)OCCO4)cc2)CC1
  1.43 | 1.36 | .
- O=C1c2ccccc2C(=O)N1CCc1nc(-c2ccncc2)no1
  -0.11 | 0.24 | 7.7
- CC(=O)c1cccc(NC(=O)C2CC(=O)N(CCc3ccccc3)C2)c1 (stereo not drawn)
  . | . | 41.7
- Cc1ccc2c(c1)c1c(n2CC(O)Cn2nc(C)c(Br)c2C)CCCC1 (stereo not drawn)
  -0.95 | -1.43 | -83.3
- CCOCCSc1nc2c(c(-c3cccs3)c1C#N)CC/C2=C/c1cccs1
  -0.51 | -0.2 | -19.4
- C1CCN(Cc2nnnn2C2CCCC2)CC1
  0.26 | 0.35 | -13.3
- COC(=O)c1ccc(NC(C)C(=O)OC)c([N+](=O)[O-])c1 (stereo not drawn)
  1.54 | 1.47 | 22.9
- CCCCNC(=O)Nc1ccccc1Br
  -0.3 | 0.61 | .
- Cc1ccc(N=CC2=C(O)CC(c3ccc(Cl)cc3)CC2=O)cc1 (stereo not drawn)
  0.95 | -0.18 | -33.3
- Nc1nnc(SCC(=O)Nc2ccc3c(c2)OCCO3)s1
  0.07 | 0.14 | .
- O=C(CN1CCC(O)(c2ccccc2F)CC1)NCCc1c[nH]c2ccccc12
  -0.28&0.43 | -0.4&1.04 | 0.0
- Cc1ccc(C(=O)Nc2sc3c(c2C(=O)O)CCCCC3)o1
  -0.18 | 0.06 | -15.4
- COC(=O)C(CCSC)NC(=O)c1cc2c(n(-c3ccccc3)c1=O)CCCC2=O (stereo not drawn)
  . | . | -16.7
- CC(c1nnc(SCC(=O)Nc2ccc3[nH]c(=O)[nH]c3c2)n1Cc1ccccc1)N(C)C (stereo not drawn)
  -0.5 | 0.03 | .
- O=C(N/N=C/c1ccc(Cl)cc1)c1cc(-c2cccnc2)nc2ccccc12
  . | . | 35.7
- O=C(/C=C/c1cccc([N+](=O)[O-])c1)c1ccc2c(c1)OCCO2
  -0.24 | -0.76 | 10.3
- NS(=O)(=O)c1ccc(NC(=S)Nc2ccc(Br)c(Cl)c2)cc1
  . | . | 31.2
- CCC(C)NC(=O)c1csc2c1CCCCC2 (stereo not drawn)
  -1.2 | -0.53 | 28.1
- CC(=O)NC(C)C(c1cccs1)N1CCN(c2ccccc2)CC1 (stereo not drawn)
  0.35 | 0.63 | .
- CCOC(=O)c1cc(NC(=O)Nc2nc3ccccc3s2)c(C)nc1C
  0.87 | 0.25 | 0.0
- O=C(Nc1ccc(S(=O)(=O)N2CCN(c3ccccc3)CC2)cc1)c1cccs1
  0.33 | -0.58 | 42.9
- O=C(c1c(Cl)nc2sccn12)N1CCN(c2cccc(Cl)c2)CC1
  -0.63 | -0.76 | -60.0

Complete entries from above:
Record of COC(=O)c1ccc(NC(C)C(=O)OC)c([N+](=O)[O-])c1 (stereo not drawn) : SDO1 yeast rescue Rescue 24 h: 1.54; SDO1 yeast rescue: 1.47; Insulin prom inh: 22.9
Record of CCCCNC(=O)Nc1ccccc1Br : SDO1 yeast rescue Rescue 24 h: -0.3; SDO1 yeast rescue: 0.61; Insulin prom inh: .
Record of CCOCCSc1nc2c(c(-c3cccs3)c1C#N)CC/C2=C/c1cccs1 : SDO1 yeast rescue Rescue 24 h: -0.51; SDO1 yeast rescue: -0.2; Insulin prom inh: -19.4

Next results follow.
Results follow in this order: SDO1 yeast rescue Rescue 24 h | SDO1 yeast rescue | Insulin prom inh
- Cc1ccccc1C(=O)NCCSc1ccccc1
  -0.32 | -0.17 | -64.5
- CSc1nnc2c3c4c(sc3c(=O)n(-c3ccccc3)n12)CC(C)(C)OC4
  0.26 | 0.59 | .
- COc1ccc([N+](=O)[O-])cc1NC(=O)CC1SC(=Nc2cccc(C)c2C)N(/N=C(\C)c2ccc(C)cc2)C1=O (stereo not drawn)
  . | . | 10.0
- O=C1CC2C(CC(OC(=O)c3ccc(-c4ccccc4)cc3)C2CO)O1 (stereo not drawn)
  -0.23 | 0.22 | 5.4
- COc1ccccc1NC(=O)COc1ccc(C(=O)OCC(=O)N(C(C)C)C(C)C)cc1OC
  0.69 | 0.15 | -35.6
- C=CCN1C(=O)/C(=C2/Sc3ccc(OC)cc3N2C)SC1=Nc1cccc(O)c1
  . | . | -162.5
- NS(=O)(=O)c1ccc(N/C=C\C(=O)c2ccc3ccccc3c2)cc1
  -0.43 | -1.06 | .
- CC(=O)Nc1cc(C)c(S(C)(=O)=O)c(C)c1
  0.62 | 0.87 | -46.9
- Cc1nc(-n2ncc(C#N)c2N)c2c3c(sc2n1)CCC3
  2.76 | 1.22 | 41.7
- COc1ccc(OC)c(CNc2ccc(F)c(Cl)c2)c1
  -0.42 | -0.79 | -6.7
- O=C(CSc1nnc(-c2ccco2)c(-c2ccco2)n1)Nc1ccccc1
  0.24 | -0.64 | 8.7
- O=C(CC1CC2CCC1C2)NCc1cccs1 (stereo not drawn)
  -1.12 | -0.22 | .
- CCOC(=O)c1c(C)[nH]c(C(=O)O)c1C
  0.94 | 0.71 | 25.8
- COc1ccc(N(Cc2cc3ccccc3[nH]c2=O)S(C)(=O)=O)cc1
  0.03 | 0.62 | 0.0
- C/C(=N/NC(=O)Cc1c(C)[nH][nH]c1=O)c1ccc(O)cc1
  -0.34 | 0.12 | -3.2
- CCOC(=O)c1ccc(NC(=O)CN2C(=O)CCC2=O)cc1
  1.03 | 1.28 | -3.5
- CCN(CC)S(=O)(=O)c1ccc(C(=O)Oc2ccc3c(c2)OCO3)cc1
  -0.33 | -0.72 | 21.1
- Cc1ccc(C)c(N2CCN(S(=O)(=O)c3ccc4c(c3)OCCO4)CC2)c1
  1.61 | -0.09 | 27.6
- CC(C)NC(=O)c1cc(-c2ccco2)on1
  1.13 | 0.67 | 0.0
- Cc1ccc(C)n1-c1cccc(NC(=O)c2ccccc2)c1
  0.65 | 0.35 | -8.3
- CCOC(=O)COc1ccc2ccccc2c1/C=C/[N+](=O)[O-]
  -1.5 | -1.02 | 21.4
- O=C(Nc1cc(C(F)(F)F)ccc1N1CCOCC1)c1c(F)c(F)c(F)c(F)c1F
  1.87 | 0.91 | -333.3
- COc1cccc(NC(=O)CNC(=O)c2ccc(OC)c(OC)c2)c1
  . | . | -5.0
- CC1(C)CC(=O)CC(=Nc2ccc3[nH]c(=O)[nH]c3c2)C1
  0.34 | 0.5 | .
- O=C(Cn1cc(SCc2ccc(F)cc2)c2ccccc21)N1CCOCC1
  -1.42 | -1.03 | .
- O=C1c2ccccc2NC(c2ccc(O)cc2)N1Cc1ccco1 (stereo not drawn)
  -0.77 | 0.05 | 32.4
- CC(C)Cc1nnc(NS(=O)(=O)Cc2ccccc2)s1
  -0.9 | 0.38 | -2.9
- CCOC(=O)C1CCN(c2cc(C)nc3ccc(OC)cc23)CC1
  . | . | 18.2
- O=C(COC(=O)c1ccccc1C(=O)c1ccccc1)NCCc1ccccc1
  0.38 | 0.38 | .
- Cc1ccc(C(=O)Nc2cc([N+](=O)[O-])ccc2F)s1
  -0.78 | 0.24 | 16.7
- O=C(c1ccccn1)N(Cc1cc2ccccc2[nH]c1=O)C1CCCCC1
  1.84 | 1.47 | .
- CC1Cc2nc(SCC(=O)NCCc3ccccc3)n(C)c(=O)c2S1 (stereo not drawn)
  0.63 | 0.85 | .
- O=C(NC1CCN(C(=O)Nc2ccccc2Cl)CC1)c1ccccc1
  . | . | 7.1
- CC(C)(C)SCCNC(=O)CN(c1ccc(F)c(Cl)c1)S(C)(=O)=O
  2.59 | 2.18 | -13.2
- O=C(NCC1CCCO1)c1onc(CSc2ccccc2)c1C(=O)O (stereo not drawn)
  -0.32 | 0.02 | -13.5
- Cc1nnc(SCC(=O)NCc2ccccc2)[nH]c1=O
  0.88 | 0.93 | -135.7
- O=C(CCn1cccc1)Nc1cccc(F)c1
  0.29 | 0.35 | -18.2
- CC(=O)c1cc(-c2ccccc2)n(CC(=O)NC(C)(C)C)c1C
  . | . | -100.0
- CCN(CC)C(=O)CSc1ncnc2c1cnn2Cc1ccccc1
  -0.64 | -0.27 | .
- CCC(C)c1ccc(NC(=O)C2CCN(c3ccc(C(F)(F)F)cn3)CC2)cc1 (stereo not drawn)
  -0.42 | -0.77 | -35.7
- O=C(COC(=O)Cc1ccccc1F)Nc1ccc(SC(F)F)cc1
  0.11 | -0.08 | 33.3
- O=C(N/N=C/c1c[nH]c2ccc(Br)cc12)c1ccn(Cc2ccc(Cl)cc2)n1
  -0.83 | -0.91 | .
- CCOc1ccc(OCCOCCOc2ccccc2Cl)cc1
  -0.19 | 0.39 | 38.7
- CC(=O)Nc1ccc(S(=O)(=O)N2CCN(C3CCCCCCC3)CC2)cc1
  -0.11 | 0.56 | .
- COc1ccc(C2=Nc3cc(C)ccc3OC2)cc1
  -0.05&1.63 | 0.03&0.94 | 0.0
- Cc1ccc(/C=N/NC(=O)CSc2nc3nc(C)cc(C)n3n2)cc1
  0.56 | 0.49 | .
- CC(c1ccccc1)c1nnc(N)s1 (stereo not drawn)
  . | . | -20.0
- CCOC(=O)c1c(C)[nH]c(C(=O)COC(=O)COc2ccccc2C)c1C
  -0.66 | -1.11 | .
- COc1ccc(/C=C/C(=O)Oc2cc(C)[nH]c(=O)c2[N+](=O)[O-])cc1OC
  . | . | -40.0
- CC(=O)N(CCN(C(C)=O)c1ccccc1)c1ccccc1
  0.77 | 1.17 | 0.0
- COCCn1c(COc2cccc(OC)c2)nnc1SCC(=O)N1CCOCC1
  -0.1 | 0.31 | 5.0
- COCn1c(COc2ccc3ccccc3c2)nc2ccccc21
  -1.57 | -2.33 | 62.5
- COc1cccc(C(=O)Nc2cccc(SC)c2)c1
  0.03 | 0.71 | -6.1
- O=C(Cn1cnc2c(cnn2-c2ccccc2)c1=O)NCCc1ccccc1
  0.38 | -0.41 | 10.0
- N#Cc1cc(C(=O)c2ccccc2OCC(=O)Nc2ccccc2)cn(C2CCCCC2)c1=O
  0.24 | -0.2 | .
- O=C(Nc1ccccn1)c1ccc2ccccc2n1
  -0.24 | 0.37 | .
- CS(=O)(=O)N(CC(=O)Nc1cc(Cl)ccc1Cl)c1ccccc1Cl
  -0.78 | -1.28 | -46.0
- CC1CCCCN1CC(=O)NC(=O)NCc1ccccc1 (stereo not drawn)
  -0.01 | 0.28 | 14.8
- COc1ccc(C2(O)CCN(C(=O)Cc3cccnc3)CC2)cc1
  -0.51 | 0 | 15.4
- Cc1ccc(NC2=C(Cl)C(=O)OC2OC(=O)c2ccccc2)c(C)c1 (stereo not drawn)
  . | . | 0.0

(listing goes on)
Results follow in this order: SDO1 yeast rescue Rescue 24 h | SDO1 yeast rescue | Insulin prom inh
- Cc1ccc(OCC(O)CN2CCN(CC(O)COc3ccc(C)cc3)CC2)cc1 (stereo not drawn)
  -0.57 | 0.24 | .
- Cc1cc(C)c2c(N=NN3CCCCC3)[nH]nc2n1
  -0.47 | -0.37 | -17.9
- Cc1nc(SCC(=O)N2CCCc3ccccc32)c2oc3ccccc3c2n1
  -1.39 | -1.52 | .
- COc1ccc(CCNC(=O)C(=O)NCc2ccc(C(C)C)cc2)cc1OC
  0.2 | 0.46 | 5.6
- COc1ccccc1NC(=O)N1CCN(c2cccc(C(F)(F)F)c2)CC1
  -0.24 | 0.09 | -110.0
- c1ccc2[nH]c3cc4ncnc4cc3nc2c1
  0.7 | -0.51 | -71.4
- Cc1ccc(NC(=O)NC(=O)CSc2nnnn2C)c(C)c1
  -0.73 | 0.21 | .
- O=S(=O)(c1cccs1)n1cnc2ccccc21
  0.8 | 0.68 | 5.6
- CCOC(=O)N1CCN(C(=O)c2oc3ccc(S(=O)(=O)N4CC(C)CC(C)C4)cc3c2C)CC1 (stereo not drawn)
  -0.25 | -0.6 | 31.6
- COc1ccc(NC(=O)N/C=C/c2ccco2)cc1
  . | . | -38.5
- COc1ccccc1OC(C)c1nnc(SCC(=O)Nc2c(C)n(C)n(-c3ccccc3)c2=O)n1-c1ccccc1 (stereo not drawn)
  -1.38 | -0.34 | -2.0
- CS(=O)(=O)N(CC(=O)N1CCOCC1)Cc1ccc(Cl)cc1
  0.6 | 0.62 | -90.0
